West Nile antiviral = inhibition of WNV-induced cytopathic effect – cell-based, CPE readout (AID 1621) | West Nile virus-infected cells, CPE inhibition; higher % means a stronger effect | one-dose CPE inhibition, % at 10 µM; IC50 in µM for titrated hits | 290,000 compounds, 0.02% hits; in the data active = a potency from the dose series; inconclusive = CPE inhibition mostly from about 3.7% at the one dose, without a potency; inactive = the rest, 99 in 100 with CPE inhibition below about 2.2%; note: strong numbers were not always called active
SIAH1 antagonists = Siah-1 peptide-binding antagonists, primary screen, biochemical, fluorescence polarization, rhodamine-plectin, uHTS (AID 1817); one-dose displacement, % at 20 µM; IC50 in µM for titrated hits; Siah-1 / rhodamine-plectin peptide fluorescence polarization; higher % means a stronger effect; 290,000 compounds, 0.02% hits;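 active = displacement of at least 50% at 20 µM, with a fluorescence ratio check between 0.3 and a set limit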;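 note: plate controls were Siah plus tracer with DMSO for no effect and tracer alone without Siah for full effect; strong numbers were not always called active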
Dengue-2 NS5 capping = flavivirus cap methylation enzyme inhibition – biochemical, confirmation dose response, primary screen (AID 588689); inhibition, % at 25 µM, or IC50 in µM where a hit was titrated; 340,000 compounds, 0.3% hits; Dengue-2 NS5 methyltransferase capping enzyme assay, biochemical; higher % means a stronger effect; in the data active = a potency from the dose series; inconclusive = inhibition above about 29% without an active follow-up result
K1F lysis inhibition = protection from phage-mediated lysis, alamar blue read-out – E. coli UTI89, K1F phage, bacterial capsule biogenesis inhibitors (AID 488966) | inhibition, % at 100 µM; hits with a dose series show IC50 in µM | 340,000 compounds, 0.02% hits | E. coli UTI89 K1F phage lysis, alamar blue, 2 h; higher % means a stronger effect;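 active = phage lysis inhibition, versus mean bacterial control, above a set limit; inconclusive = no clear call, values can overlap the other calls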;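 note: capsule biogenesis inhibitors block K1F phage lysis so surviving cells raise fluorescence; higher fluorescence means more inhibition of phage lysis; actives were called in the ten point dose series up to 300 µM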
Large T inhibition = SV40 large T antigen inhibitors, biochemical (AID 1903). 310,000 compounds, 0.39% hits. inhibition, % at 20 µM; hits with a dose series show IC50 in µM. SV40 large T antigen ATPase/helicase inhibition assay; higher % means a stronger effect; in the data active = a potency from the dose series; inconclusive = inhibition mostly from about 32% at the one dose, without a potency; inactive = the rest, 99 in 100 with inhibition below about 32%; note: strong numbers were not always called active
RSV antiviral HEp-2 = RSV antiviral activity via CPE protection, HEp-2 cells, primary 10 µM value included (AID 2391). HEp-2 cells, RSV-induced CPE inhibition; higher % means a stronger effect. one-dose CPE inhibition, % at 10 µM; IC50 in µM for titrated hits. 310,000 compounds, 0.13% hits; in the data active = a potency from the dose series; inconclusive = CPE inhibition mostly from about 23% at the one dose, without a potency; inactive = the rest, 99 in 100 with CPE inhibition below about 21%; note: strong numbers were not always called active
MgcRacGAP inhibition = MgcRacGAP GTPase-activating activity inhibitors, confirmation, biochemical, ADP Hunter fluorescence; inhibition, % at 30 µM, or IC50 in µM where a hit was titrated; AID 624330; 340,000 compounds, 0.6% hits; MgcRacGAP-stimulated Rac1 GTP hydrolysis, ADP Hunter fluorescence; higher % means a stronger effect; GST-tagged Rac1 F28L mutant substrate;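 active = first-screen hits whose inhibition reached a set limit at any dose in the follow-up dose series; inconclusive = inhibition above the set first-screen limit but never retested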;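 note: fluorescence reports GDP produced by GAP-driven GTP hydrolysis; strong numbers were not always called active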
AID2073 = inhibitors of Mint1-CaV2.2 protein interaction, biochemical, HTRF (AID 2073); HTRF protein-protein interaction, Mint1-CaV2.2; higher % means a stronger effect; one-dose inhibition, % at 20 µM; IC50 in µM for titrated hits; 290,000 compounds, 0.19% hits; in the data active = inhibition mostly above about 51%, no sharp cut-off; inconclusive = no clear call, values can overlap the other calls; inactive = mostly below about 53%; note: some results filed as inactive read as strong as hits
NTR1 ag = agonists of NTR1, primary screen, imaging, U2OS cells, beta-arrestin-GFP, high content (AID 493036); NTR1-U2OS beta-arrestin-GFP spot imaging, agonist mode; activation, % at 20 µM; 330,000 compounds, 0.17% hits;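 active = activation at or above 40% of the spot to cytoplasm intensity ratio, with at least 20 cells analyzed; inconclusive = wells under 20 cells, flagged as cytotoxic or low count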;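 note: 0% = DMSO without peptide and 100% = 100 nM NTR1 peptide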
Target sequence (P30989 whole entry, looked up): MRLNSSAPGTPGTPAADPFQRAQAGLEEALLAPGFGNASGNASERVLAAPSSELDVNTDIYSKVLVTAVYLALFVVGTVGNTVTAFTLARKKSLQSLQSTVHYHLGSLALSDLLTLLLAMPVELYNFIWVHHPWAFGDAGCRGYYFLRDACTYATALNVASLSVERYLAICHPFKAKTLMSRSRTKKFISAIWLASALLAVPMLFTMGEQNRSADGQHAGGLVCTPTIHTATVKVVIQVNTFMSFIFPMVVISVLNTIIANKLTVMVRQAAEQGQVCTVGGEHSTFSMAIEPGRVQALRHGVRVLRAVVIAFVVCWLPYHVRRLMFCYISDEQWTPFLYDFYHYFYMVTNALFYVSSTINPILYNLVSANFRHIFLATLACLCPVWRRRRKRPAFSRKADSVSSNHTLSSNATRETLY
NTR1 ag cell count 20 µM = further read-out of NTR1 ag, marked with its call; cell count; measured here: cell count, cytotoxicity flag
Dengue-2 NS5 capping pilot replicate = further read-out of Dengue-2 NS5 capping, marked with its call; inhibition, %; measured here: pilot screen replicate inhibition
* marks the source's active call; other numbers are inactive results; ? = inconclusive; / = no result given; [ ] = dose if it differs, or a comment.

SMILES	West Nile antiviral	SIAH1 antagonists	Dengue-2 NS5 capping	K1F lysis inhibition	Large T inhibition	RSV antiviral HEp-2	MgcRacGAP inhibition	AID2073	NTR1 ag	NTR1 ag cell count 20 µM	others
COc1ccc(CNC(=O)CSc2n[nH]c(N)n2)cc1	0.2%	-1%	-3%	0.2%	8%	1.7%	10%	9%	-1.5	46
CCC(C)/C(C)=N/Nc1ccc(S(N)(=O)=O)cc1[N+](=O)[O-] (stereo unspecified)	-1.1%	-2%	-5%	0.2%	9%	2.0%	4%	-7%	1.6	52
CCN(C(=O)CSc1nnc(-c2ccc3c(c2)OCO3)o1)C1CCS(=O)(=O)C1 (stereo unspecified)	/	/	3%	0.7%[50 µM]	/	-0.3%	4%	/	-0.3	58
C/C(=N/NC(=O)c1ccncc1)c1cc2ccc(O)cc2oc1=O	0.6%	0%	-21%	-1.6%	13%	1.4%	14%	12%	0.3	75
Oc1c(Cl)cc(Cl)cc1/C=N/NC(=S)NC1CC2C=CC1C2 (stereo unspecified)	-1.6%	-4%	-15%	0.1%	6%	15%	8%	35%	5.1	56
CC[C@H](NC(=O)c1c(C)c(-c2ccccc2)nc2ccccc12)c1ccccc1	0.2%	4%	0%	1.4%	10%	0.6%	-2%	-10%	-0.3	64
CCOC(=O)N1CCC(c2cc(=O)n(-c3ccccc3)[nH]2)CC1	-0.2%	4%	22%	-0.3%	13%	2.8%	4%	0%	-1.4	29
COc1ccc2oc(C(=O)OCC(=O)N3CCCCC3)c(C)c2c1	/	/	0%	1.5%[50 µM]	6%	1.1%	7%	/	0.3	56
COc1ccc(NC(=O)COC(=O)c2cc(OC)c(OC)c(OC)c2)c([N+](=O)[O-])c1	0.0%	11%	-14%	-0.1%[50 µM]	7%	0.2%	9%	4%	1.5	57
CC1CCC2(CC1)NC(=O)N(NC(=O)CCc1c[nH]c3ccccc13)C2=O (stereo unspecified)	/	/	2%	1.2%[50 µM]	/	/	16%	/	1.5	61
O=C(NC1CCCc2ccccc21)C1CCN(S(=O)(=O)c2cnc[nH]2)CC1 (stereo unspecified)	0.2%	-4%	4%	1.1%	6%	1.2%	-1%	?	-5.9	90
Cc1ccc(NS(=O)(=O)c2ccc(-c3ccc(=O)[nH]n3)o2)cc1N(C)C	-0.2%	-5%	-2%	1.6%	0%	0.7%	-1%	1%	0.5	50
O=C(O)CCSCC(=O)Nc1c(C(=O)C2CC2)oc2ccccc12	0.3%	-2%	5%	0.5%	9%	2.2%	0%	20%	0.3	41
COc1cc2c(cc1OC)C1(Nc3c-2c(C)nn3-c2ccccc2)C(=O)Nc2ccccc21 (stereo unspecified)	/	-2%	5%	2.7%	5%	-0.4%	11%	10%	6.7	41
CC(=O)O[C@@H]1[C@H](OC(=O)CC(C)C)c2c(ccc3ccc(=O)oc23)OC1(C)C	-0.1%	10%	-3%	-0.8%	6%	-0.7%	2%	-1%	7.3	50
O=C(Cc1cccs1)N1CCN=C1SCc1cccc(F)c1	0.2%	12%	-1%	-0.2%	14%	0.1%	7%	-6%	0.7	56
Cc1ccc(/C=N/Nc2ccc(F)cc2)s1	-0.7%	-7%	-1%	0.2%	-4%	10%	9%	4%	1.3	39
CCNc1nc(NCC)nc(Oc2ccc(C(=O)OC)cc2)n1	-0.1%	13%	-2%	-0.9%[50 µM]	13%	-0.5%	9%	15%	-1.4	46
O=C1/C(=C/c2cccnc2)SC(=S)N1c1ccc(F)cc1	0.6%	-4%	4%	0.7%[50 µM]	22%	4.5%	9%	-12%	0.1	75
CC(C)c1nnc(NC(=O)Cc2ccc(Br)cc2)s1	-0.7%	-3%	-4%	1.1%	10%	0.1%	5%	2%	1.0	44
COc1ccc(OCCCC(=O)Nc2cc([N+](=O)[O-])ccc2C)cc1	-0.4%	-2%	-3%	0.3%	-3%	0.9%	-2%	-8%	-2.2	59
CC1(C)CC(CCC(=O)NC(=S)Nc2ccccc2Cl)C(=O)O1 (stereo unspecified)	1.4%	1%	-8%	0.1%	10%	1.3%	1%	-4%	-2.2	87
Cc1cc(C)n2nc(C(=O)OCC(=O)Nc3ccc4c(c3)OCO4)nc2n1	0.0%	0%	0%	1.0%	6%	0.6%	4%	3%	-0.7	89
COC(=O)c1cc(S(=O)(=O)N2CCCC(C)C2)c[nH]1 (stereo unspecified)	0.1%	9%	3%	0.2%	12%	6.2%	-2%	10%	0.5	53
CN(N)c1nc(C(F)(F)F)nc2ccccc12	0.0%	-2%	0%	-0.3%	-7%	6.1%	11%	2%	-0.3	31
COc1cccc2c(=O)n(CC(=O)Nc3ccccc3F)ccc12	0.1%	-1%	-3%	3.2%	49%	0.8%	-1%	0%	-3.7	49
CC1CN(S(=O)(=O)c2cccc(C(=O)NCCc3ccc(S(N)(=O)=O)cc3)c2)CC(C)O1 (stereo unspecified)	/	/	-3%	1.9%	/	/	-1%	/	2.0	41
COc1ccc(CCNC(=O)CCC(=O)NC2CCCC(C)C2C)cc1OC (stereo unspecified)	-0.5%	-6%	-5%	0.2%	0%	-0.5%	0%	8%	2.1	50
COc1ccc(NC(=O)CSc2nnc(-c3ccncc3)n2CC2CCCO2)c(OC)c1 (stereo unspecified)	-0.7%	2%	3%	0.1%	-4%	1.0%	4%	2%	0.0	82
CCOC(=O)/C(C#N)=N/Nc1ccccc1C#N	0.2%	6%	-6%	-0.6%[50 µM]	16%	-0.5%	12%	-3%	-1.3	62

Not a retest: entries from further up.
SMILES	West Nile antiviral	SIAH1 antagonists	Dengue-2 NS5 capping	K1F lysis inhibition	Large T inhibition	RSV antiviral HEp-2	MgcRacGAP inhibition	AID2073	NTR1 ag	NTR1 ag cell count 20 µM	others
Cc1cc(C)n2nc(C(=O)OCC(=O)Nc3ccc4c(c3)OCO4)nc2n1	0.0%	0%	0%	1.0%	6%	0.6%	4%	3%	-0.7	89
COC(=O)c1cc(S(=O)(=O)N2CCCC(C)C2)c[nH]1 (stereo unspecified)	0.1%	9%	3%	0.2%	12%	6.2%	-2%	10%	0.5	53

Carrying on:
SMILES	West Nile antiviral	SIAH1 antagonists	Dengue-2 NS5 capping	K1F lysis inhibition	Large T inhibition	RSV antiviral HEp-2	MgcRacGAP inhibition	AID2073	NTR1 ag	NTR1 ag cell count 20 µM	others
Cc1ccc2[nH]c(C(=O)NCCN3CCCC3)cc2c1	-1.1%	6%	-6%	0.3%	5%	0.2%	9%	6%	1.4	61
C=CCNC(=O)c1ccc(N(Cc2ccc(Cl)cc2)S(C)(=O)=O)cc1	-1.0%	-4%	-7%	0.3%	14%	0.7%	9%	7%	0.2	64
COc1ccc(OC)c(NC(=O)c2ccc(CN3CCOCC3)cc2)c1	0.0%	-3%	1%	0.0%	15%	1.3%	16%	2%	-2.3	31
COCCOc1ccc(C(F)(F)F)cc1NC(=O)c1ccccc1	-0.6%	18%	2%	0.2%[50 µM]	-3%	0.8%	5%	1%	0.5	48
COc1ccc(S(=O)(=O)NC(C)C(=O)NC2CC2)cc1C (stereo unspecified)	0.4%	6%	7%	-0.5%[50 µM]	25%	1.7%	8%	1%	0.8	71
O=c1cnc2ccccc2n1Cc1ccc(Br)cc1	1.0%	2%	-12%	0.3%	16%	18%	5%	10%	0.4	40
COC(=O)c1n[nH]nc1-c1ccccc1	-0.2%	12%	0%	2.1%[50 µM]	8%	-0.3%	5%	-8%	2.9	80
NS(=O)(=O)c1ccc(CCNCc2cc(Cl)ccc2OCc2ccccc2)cc1	-1.3%	-4%	4%	0.3%	8%	13%	2%	3%	0.6	59	Dengue-2 NS5 capping pilot replicate=-1.5
O=C(NC1CC2CCCC(C1)N2S(=O)(=O)c1ccccc1)C1CCCCC1 (stereo unspecified)	-0.6%	-6%	-6%	-0.5%	1%	1.4%	9%	2%	4.9	39
O=S(=O)(Nc1ccccc1N1CCOCC1)c1cccs1	/	/	-6%	0.2%[50 µM]	/	/	6%	/	0.1	57
C#CCOCCOCCOCCNc1nc(N2CCN(C(=O)C([C@@H](C)CC)n3cc(C(N)COC(=O)C(F)(F)F)nn3)CC2)nc(N2CCN(C(=O)[C@H](Cc3ccc(O)cc3)n3cc(C(N)[C@H](C)CC)nn3)CC2)n1 (stereo partly specified)	0.3%	/	/	/	11%	0.1%	/	/	1.2	76
N#CC1=C(N)OC2=C(C(=O)CCC2)C1c1ccoc1 (stereo unspecified)	-0.1%	0%	/	/	26%	0.3%	/	1%	3.4	32
CC(C)Oc1cc(N)c(Cl)cc1Cl	-0.2%	-5%	6%	0.9%	0%	2.1%	3%	-5%	0.4	62
CN(C1CCCCC1)S(=O)(=O)c1ccc(C(=O)N2CCN(c3nc4ccccc4s3)CC2)cc1	-1.2%	0%	-4%	0.9%[50 µM]	12%	13%	6%	0%	9.7	70
Cc1cc(C)n2nc(C(=O)N3CCCC(Nc4ccc(C(C)C)cc4)C3)cc2n1 (stereo unspecified)	0.9%	-2%	8%	0.1%	20%	3.7%	6%	2%	0.5	63
NC(=O)c1cc([N+](=O)[O-])ccc1NCc1cccc(N)c1	/	/	-1%	0.9%	3%	-1.9%	6%	/	-1.0	92
CCN(CC)Cc1c(O)ccc2occ(C(=O)c3ccccc3)c12	-0.4%	12%	-4%	14%	22%	0.1%	6%	-6%	0.3	47
CC1CCN(S(=O)(=O)c2cc3c4c(c2)CCN4C(=O)CC3)CC1	/	/	-1%	0.0%[50 µM]	17%	-0.9%	3%	/	-0.1	59
CC1CCN(C(=O)CSCC(=O)O)CC1	0.7%	0%	1%	0.6%	0%	1.6%	-4%	-13%	1.7	58
Cc1ccc(C)c(-c2csc(NC(=O)C3=COCCO3)n2)c1	/	/	4%	0.2%[50 µM]	20%	15%	4%	/	2.2	54
O=C(CCC(=O)N1CCN(S(=O)(=O)c2cccc(F)c2)CC1)c1cccs1	-0.5%	0%	-5%	0.0%	7%	1.1%	9%	4%	0.6	54
FC(F)(F)c1cccc(CN2CCCCCC2)c1	-0.3%	-1%	-2%	0.2%	3%	0.4%	26%	-6%	-0.1	78	Dengue-2 NS5 capping pilot replicate=4.7
COc1ccc(C(=O)Nc2sc3c(c2C(=O)NCc2ccco2)CCCC3)cc1OC	0.8%	1%	-10%	-1.1%	22%	0.4%	7%	19%	14	69
Fc1ccccc1N1CCN(C(c2ccncc2)c2nnnn2C2CCCC2)CC1 (stereo unspecified)	0.5%	-2%	11%	0.5%	1%	0.2%	0%	-3%	2.3	55
COc1cc(NC(=O)CN(C)Cc2cccc(F)c2)c(C)cc1[N+](=O)[O-]	-0.9%	-6%	-7%	2.5%	5%	2.2%	-1%	3%	4.2	47

Bioassay records: PubChem BioAssay, several laboratories
